Compound activity from PubChem.
Dicer inh = blocks human Dicer maturation of pre-miR-21. hit rate 6% among 47,000. AID 1347074. Q9UPY3. z-score at 25 µM. cat-ELCCA pre-miR-21 Dicer processing, chemiluminescence; hits give high values; in the data active means z-score above about 3, passing the limit was not always enough;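 further: plate controls were vehicle for no effect and no enzyme for full effect; higher signal means more uncleaved substrate so more Dicer inhibition; strong numbers were not always called active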
Target sequence (Q9UPY3 whole entry, looked up): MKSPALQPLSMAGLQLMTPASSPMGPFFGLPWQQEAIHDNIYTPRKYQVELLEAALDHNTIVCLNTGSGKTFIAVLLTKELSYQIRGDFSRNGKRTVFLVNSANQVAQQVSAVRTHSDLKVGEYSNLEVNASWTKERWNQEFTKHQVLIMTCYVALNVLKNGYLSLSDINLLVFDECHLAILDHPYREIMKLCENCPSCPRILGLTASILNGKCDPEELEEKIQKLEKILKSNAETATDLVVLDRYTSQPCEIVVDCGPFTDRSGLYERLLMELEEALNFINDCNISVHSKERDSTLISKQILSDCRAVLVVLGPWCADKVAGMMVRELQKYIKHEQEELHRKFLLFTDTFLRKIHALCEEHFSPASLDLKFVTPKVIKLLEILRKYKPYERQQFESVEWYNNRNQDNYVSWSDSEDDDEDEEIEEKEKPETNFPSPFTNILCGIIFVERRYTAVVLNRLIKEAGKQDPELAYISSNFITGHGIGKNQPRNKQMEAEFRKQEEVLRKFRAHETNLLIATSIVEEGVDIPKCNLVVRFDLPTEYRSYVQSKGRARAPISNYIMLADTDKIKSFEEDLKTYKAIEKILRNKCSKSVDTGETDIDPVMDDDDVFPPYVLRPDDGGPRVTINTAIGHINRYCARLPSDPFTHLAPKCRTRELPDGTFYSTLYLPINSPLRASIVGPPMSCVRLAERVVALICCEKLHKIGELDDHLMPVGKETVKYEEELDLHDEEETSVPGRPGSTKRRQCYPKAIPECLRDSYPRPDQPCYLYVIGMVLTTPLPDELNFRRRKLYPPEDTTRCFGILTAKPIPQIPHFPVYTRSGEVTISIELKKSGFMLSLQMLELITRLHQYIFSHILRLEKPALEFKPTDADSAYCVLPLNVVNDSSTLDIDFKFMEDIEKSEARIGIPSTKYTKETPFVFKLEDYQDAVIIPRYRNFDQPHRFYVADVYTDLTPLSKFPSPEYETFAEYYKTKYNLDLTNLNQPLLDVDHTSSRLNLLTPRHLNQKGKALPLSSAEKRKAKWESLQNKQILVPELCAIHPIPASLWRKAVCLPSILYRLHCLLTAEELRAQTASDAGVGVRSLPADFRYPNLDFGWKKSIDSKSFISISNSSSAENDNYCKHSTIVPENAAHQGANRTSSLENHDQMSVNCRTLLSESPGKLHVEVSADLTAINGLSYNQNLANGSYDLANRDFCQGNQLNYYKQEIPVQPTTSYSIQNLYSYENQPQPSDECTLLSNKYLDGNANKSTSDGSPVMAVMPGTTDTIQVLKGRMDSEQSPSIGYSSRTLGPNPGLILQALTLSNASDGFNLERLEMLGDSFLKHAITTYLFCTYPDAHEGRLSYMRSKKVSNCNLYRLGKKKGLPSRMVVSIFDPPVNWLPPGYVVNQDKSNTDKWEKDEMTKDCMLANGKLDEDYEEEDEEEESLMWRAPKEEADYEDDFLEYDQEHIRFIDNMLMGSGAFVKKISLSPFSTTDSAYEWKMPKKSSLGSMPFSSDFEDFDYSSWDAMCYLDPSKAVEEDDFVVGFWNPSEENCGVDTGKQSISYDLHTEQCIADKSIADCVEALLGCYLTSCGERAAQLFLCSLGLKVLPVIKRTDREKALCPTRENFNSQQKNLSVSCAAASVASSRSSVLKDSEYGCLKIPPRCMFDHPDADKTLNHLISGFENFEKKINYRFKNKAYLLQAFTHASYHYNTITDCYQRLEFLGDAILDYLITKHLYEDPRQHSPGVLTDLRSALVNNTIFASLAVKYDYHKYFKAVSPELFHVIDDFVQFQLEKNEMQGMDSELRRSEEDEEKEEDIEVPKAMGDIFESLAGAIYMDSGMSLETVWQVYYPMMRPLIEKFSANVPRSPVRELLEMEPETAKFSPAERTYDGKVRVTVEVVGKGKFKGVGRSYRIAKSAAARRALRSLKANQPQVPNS
* marks the source's active call; other numbers are inactive results. A portion of the library (hit frequency here may not be typical).

SMILES | Dicer inh
Cc1sc2nc(-c3ccccc3)oc(=O)c2c1C | 1.5
O=C(Nc1ccc(Cl)cc1)c1cnn(-c2ccccc2)c1C(F)(F)F | -1.1
OCn1nnn(-c2ccccc2)c1=S | 0.35
COc1ccc(-c2csc(NCCc3ccc(OC)c(OC)c3)n2)cc1 | -0.02
CCN(CC)c1ccc(/C=C2\N=C(SC)SC2=O)cc1 | 0.8
COc1nc(-c2ccccc2)ccc1-c1noc(-c2ccccc2F)n1 | 2
Cc1nnc(SCc2c(Cl)cccc2Cl)n1-c1ccc2c(c1)OCCO2 | -0.94
CC(=O)OC(C)C1CCC2C3CC[C@H]4CC(=O)CCC4(C)C3CCC12C (some centres not stated) | -1.7
CCN(CC)CCNc1ncnc2c1sc1nc(C)c3c(c12)CC(C)(C)OC3 | -0.31
O=C(CSC1CS(=O)(=O)c2cc([N+](=O)[O-])ccc21)NNC(=O)c1ccccc1Cl (configuration not stated) | -0.92
FC(F)(F)c1cc(-c2noc(C3CCc4ccccc4O3)n2)cc(C(F)(F)F)c1 (configuration not stated) | -0.01
CS(=O)(=O)/C(C#N)=C/Nc1ncccn1 | -2.5
c1ccc2oc(NC3=NCN(CC4CCCO4)CN3)nc2c1 (configuration not stated) | 2.9
COc1cccc2c(Nc3ccc(O)cc3)cc(C)nc12 | 5.4
O=c1c2ccccc2nnn1-c1ccc(Br)cc1 | 1
c1ccc(-c2cnc(-c3cccc4ccccc34)o2)cc1 | -0.78
CCn1c2ccccc2c2cc(CN3CCC(N4CCCCC4)CC3)ccc21 | -0.94
O=C(CSc1nnc2scc(-c3ccccc3)n12)N1CCOCC1 | 1.5
Cn1nc(C(F)(F)F)c(-c2cccc(C(F)(F)F)c2)c1NC(=O)Nc1ccc(F)cc1 | 1.2
CCNc1nc(SCc2ccc(Cl)cc2)nc2sc3c(c12)CCN(C)C3 | -2
Cc1ccc(C2Nn3c(C)nnc3SC2C(=O)N2CCOCC2)cc1 (configuration not stated) | 0.58
Cc1csc2c(NC3CCN(Cc4ccccc4)CC3)ncnc12 | 0.91
O=S(=O)(c1ccc2ccccc2c1)N1CCN(Cc2cc(Br)ccc2O)CC1 | 4.1*
CC(C)(C)c1ccc(NC(=O)N2CCN(c3ccc(F)cc3)CC2)cc1 | -1.2
CN1CCN(C(=O)Oc2ccccc2)CC1 | 3.8*
(more compounds)
SMILES | Dicer inh
Nc1ccccc1SC(CC(=O)c1ccccc1)c1cccc(Cl)c1 (configuration not stated) | 0.32
Cc1c(S(=O)(=O)Nc2ccccc2Cl)sc2ccc(Cl)cc12 | 4.6*
O=C1C(=O)N(Cc2cccnc2)C(c2ccc(Cl)cc2)/C1=C(\O)c1ccccc1 (configuration not stated) | 0.33
COc1ccc(C(=O)CSc2nc(C)c(C)cc2C#N)cc1 | 0.43
CC(C)(C)SC(=S)SCC(=O)c1cc2ccccc2o1 | -1.9
Cc1nc(N2C(=O)c3oc4ccccc4c(=O)c3C2c2cccc(Br)c2)sc1C (configuration not stated) | -0.16
COc1ccc(NS(=O)(=O)c2ccc(Cl)cc2)c([N+](=O)[O-])c1 | -0.39
COCc1cc(=O)[nH]c(SCC2CC2)n1 | -0.01
C=CCN/C(SCC(=O)c1cccc([N+](=O)[O-])c1)=C(\C#N)C(=O)OCC | -0.86
Cn1c(=O)c2cc3ccccc3nc2c2c(=O)n(-c3ccccc3)c(=O)n(-c3ccccc3)c21 | -5
CCCc1c(O)ccc2c(=O)cc(C(=O)OC)sc12 | -0.58
CN(C)CCN1C(=O)C(O)=C(C(=O)c2ccco2)C1c1ccco1 (configuration not stated) | -0.28
O=C(Oc1c(Cl)cc(Cl)c2cccnc12)c1cccs1 | 1.4
CNC(=S)Nc1ccccc1-n1cccc1 | 0.85
O=C(O)c1ccc(-c2nc3ccc(-c4ccc5nc(-c6ccc(C(=O)O)cc6)[nH]c5c4)cc3[nH]2)cc1 | -0.23
Cc1csc(C(=O)O/N=C(\N)c2ccc(C(F)(F)F)cc2)c1Cl | 2.2
O=C(Nc1cccc(-c2nc3ccccc3o2)c1)c1ccc([N+](=O)[O-])o1 | 3.5*
Cc1nccc(-c2cccc(NC(=O)Nc3ccccc3)c2)n1 | 2.1
CN(C)c1nc(-c2ccccc2)[n+](C)s1 | 0.73
CCCCN1C(=O)C(O)(CC(=O)c2cccnc2)c2cc(Br)ccc21 (configuration not stated) | 1.9
COc1ccc(/C=N/NC(=O)CC#N)cc1OC | -1.2
CN1CCc2cccc3c2C1Cc1ccc(O)c(O)c1-3 (configuration not stated) | -0.49
O=C(O)C1CC(=O)N(Cc2ccco2)C1 (configuration not stated) | 0.7
O=C(Nc1ccc2oc(-c3ccncc3)nc2c1)c1sc2ccccc2c1Cl | 0.13
CCc1cc(C(=O)c2ccc(OC)cc2)c(NC(=O)COc2ccc(Cl)cc2Cl)s1 | 0.37
The list continues:
SMILES | Dicer inh
Cc1ccc(C2C=C(c3ccccc3)Nc3nc(NS(=O)(=O)c4ccc(C)cc4)nn32)cc1 (configuration not stated) | 4*
O=C1CSC(c2ccc3c(c2)OCO3)N1 (configuration not stated) | -0.56
Cc1ccc(N2C(=O)c3oc4cc(C)c(C)cc4c(=O)c3C2c2cccc(O)c2)nc1 (configuration not stated) | 0.9
Cc1cc(C)n(-c2ccc(N3CCOCC3)nn2)n1 | 0.24
Cc1ccccc1OC1C(=O)N(Cc2ccc3c(c2)OCO3)C1c1ccc(F)cc1 (configuration not stated) | 1.5
CCCCSc1nnc(C)c(=O)[nH]1 | 1.3
Cc1cccc(NC(c2cccc(F)c2)c2ccc3ccc(C)nc3c2O)n1 (configuration not stated) | 0.62
COC(=O)C1=C(C)NC2=C(C(=O)CCC2)C1c1ccccn1 (configuration not stated) | 3.3*
O=c1[nH]c2ccc(S(=O)(=O)N(CCO)CCO)cc2[nH]1 | 1.5
Cc1cc(C)c2nc(C3C(=O)c4ccccc4C3=O)ccc2c1 | -1.2
O=C1c2oc3ccc(Cl)cc3c(=O)c2C(c2ccc(O)cc2)N1Cc1ccccc1 (configuration not stated) | 1.2
COc1ccc(S(=O)(=O)N(C(=O)c2ccco2)c2cc3sc(=O)oc3c3ccccc23)cc1 | -0.33
CSc1nc(-c2ccccc2)nc(Sc2cccc(C(F)(F)F)c2)c1C#N | 26*
COc1ccccc1N1CCN(C(=O)c2cc(C)on2)CC1 | -0.05
COc1ccc2c(c1)CCC1=C2NC(=S)NC1c1cccc(Br)c1 (configuration not stated) | -1.8
COc1ccc(-c2c(C)oc3cc(OC(C)C(=O)O)ccc3c2=O)cc1OC (configuration not stated) | 1.3
O=c1onc(-c2cccc(Cl)c2)n1-c1ccccc1 | 0.23
CC(=O)N1c2ccccc2NC2=C(C(=O)CC(C)(C)C2)C1c1ccc([N+](=O)[O-])s1 (configuration not stated) | 53
CCOC(=O)C1=C(C)N(c2cccc(Cl)c2)C(=O)C1CC(=O)Nc1cc(Cl)cc(Cl)c1 (configuration not stated) | 1.6
CN=c1nc(-c2ccccc2)n(-c2ccccc2)s1 | 0.74
Cc1onc(-c2c(Cl)cccc2Cl)c1C(=O)NN(C)c1ccc([N+](=O)[O-])cn1 | 0.9
COc1ccc(NC2=CC(c3ccc(OC)c(OC)c3)N(c3ccc(OC)cc3)C2=O)cc1 (configuration not stated) | 0.16
Cc1nc(C)c(-c2cnc(NS(=O)(=O)c3ccc(Cl)cc3)nc2)s1 | -0.01
COCCOC(=O)C1=C(C)NC2=C(C(=O)CCC2)C1c1ccc(OC)cc1 (configuration not stated) | -0.46
Nc1ccc(-c2nc3c(ccc4ccccc43)[nH]2)cc1 | 23*
Further compounds:
SMILES | Dicer inh
O=C(O)CCC(=O)Nc1sc2c(c1C(=O)Nc1ccccc1)CCC2 | 2.2
Cc1nn(-c2ccc(F)cc2)c(=O)c2noc(C)c12 | 1
O=C(NNc1c(Cl)cncc1Cl)Nc1ccc(Cl)cc1 | 2.1
C=CCOC(=O)C1=C(C)NC2=C(C(=O)CC(C)(C)C2)C1c1cccc(O)c1 (configuration not stated) | -0.5
O=CN(O)CCCP(=O)(O)O | 0.67
Cc1cc(-c2ccccc2)n2nc(C)c(C#N)c2n1 | 1.6
C#CCN1C(=O)C(O)(CC(=O)c2c(C)cc(C)cc2C)c2ccccc21 (configuration not stated) | 4.3*
C/C(=C\c1ccc(N)cc1)c1nc2ccccc2[nH]1 | 3*
O=C1CSC(=O)N1CCS(=O)(=O)c1ccc(Cl)cc1 | 0.11
CCOc1ccc2c(=O)c(Oc3ccccc3Br)coc2c1 | 1.7
N[C@@H](CCCC(=O)O)C(=O)O | 0.32
COc1ccc(C2C(C(=O)OC(C)C)=C(C)NC3=C2C(=O)CC(C)(C)C3)c(OC)c1 (configuration not stated) | 1.1
COc1cccc(N2CCc3c(C)c(C#N)c4nc5ccccc5n4c32)c1 | -0.09
O=c1cc(-c2ccccc2)nc(SCc2ccccc2Cl)[nH]1 | 0.68
COc1ccc(-c2nnc3c4ccccc4c(C)nn23)cc1S(=O)(=O)N(C)C1CCCCC1 | 0.88
Cc1onc(-c2c(Cl)cccc2Cl)c1-c1nc2cccc(F)c2c(=O)o1 | -1.1
CCn1cc2c(c1-c1ccc(C)cc1)c(=O)n(C)c(=O)n2C | -1.3
CC(=O)N1C(=O)N(C(C)=O)C(O)C1O (configuration not stated) | 0.14
CN1CN=C(SCc2ccc(C#N)cc2)NC1 | -1
CCN(CC)c1ccc2cc(C(=O)O)c(=O)oc2c1 | -0.66
Cc1c(-c2ccnn2C(=O)Nc2ccccc2)cnn1-c1ccccc1 | 1.4
Cc1ccc(-c2n[nH]c(=O)c3ccccc23)cc1S(=O)(=O)N1CCOCC1 | 1.9
O=C(CSc1nnc2scc(-c3ccccc3)n12)NCc1ccc2c(c1)OCO2 | -2.4
COc1ccc(Oc2coc3cc(OCc4ccc(C)cc4)ccc3c2=O)cc1 | -0.07
Cc1c(C(=O)Cn2ccnc2)sc2ccc(Cl)cc12 | -0.21
Following part:
SMILES | Dicer inh
CC1=C(C(=O)OCC2CCCO2)C(c2cccs2)C2=C(CC(C)(C)CC2=O)N1 (configuration not stated) | 0.92
CC(c1ccccc1)n1c(SCC(=O)c2csc3ccccc23)n[nH]c1=O (configuration not stated) | -2.1
COCCOC(=O)C1=C(C)N=C2SCCC(=O)N2C1c1cccs1 (configuration not stated) | -1.2
COc1ccc(-c2nnc(-c3sc4ccccc4c3Cl)o2)cc1 | 0.59
Cc1nc(C(F)(F)F)ccc1C(=O)O | 0.22
Oc1c(C(Nc2ccccc2Cl)c2cccnc2)ccc2cccnc12 (configuration not stated) | 6.2*
COc1ccc(-c2nc3ccccc3o2)cc1N | 4.3*
Cc1cc(=O)n2[nH]c(C(F)(F)F)c(-c3ccc(Br)cc3)c2n1 | 2
OC(COC1CCCCC1)Cn1c2ccccc2c2ccccc21 (configuration not stated) | -0.54
Cc1nc(NC(=O)Nc2sc(=S)n(C)c2C)sc1C(=O)Nc1ccccc1 | 0.79
O=C(CSc1ccc(Cl)cc1)NCCSCc1ccco1 | -0.59
CCn1c(CN2c3ccccc3Sc3ccccc32)n[nH]c1=S | 0.6
Cc1noc(C(F)(F)F)c1-c1nc(-c2ccc(Cl)cc2)no1 | 0.53
CC(C)(C)c1oncc1C(=O)Oc1ccc([N+](=O)[O-])cc1 | -0.65
CCOC(=O)CSc1nc(C)c2cc(OC)ccc2n1 | 3.6*
Cc1cc(C)c2oc(-c3ccc(C)c(N)c3)nc2c1 | 3.2*
COC(=O)c1ccc(S(=O)(=O)NC2Cc3ccccc3C2)n1C | 1.1
Cc1cc(C)nc(-n2c(Nc3ccccc3)cc(=O)c3c(C)n(-c4ccccc4)c(=O)nc32)n1 | 2.8
CC12CN3CC(C)(CN(C1)C3c1ccccc1F)C2=O (configuration not stated) | -0.38
FC(F)(F)c1ccc(-c2nnc(SCc3c(Cl)cccc3Cl)s2)nc1 | -0.24
COc1ccc(Cl)cc1NC(=O)Cn1nc(C(F)(F)F)c2c1CCC2 | 0.39
COc1ccc(C(=O)CSC2=NCCc3ccccc32)cc1 | -0.36
COc1ccc(NC(C(=O)O)c2ccccc2)cc1 (configuration not stated) | 1.2
CCOC(=O)c1c(-c2ccccc2)c2oc3ccc(Cl)cc3c2[nH]c1=O | 1.1
O=C(O)c1cccnc1SCCS(=O)(=O)c1ccccc1 | 0.07
Cc1cc(Oc2nc3c(Cl)cc(Cl)cc3s2)c2cc(F)cc(F)c2n1 | -0.81
COCc1cc(C)nc2sc(C(=O)N3CCCC3)c(N)c12 | 3.9*
O=c1c(-c2nnnn2-c2ccc(Cl)cc2)c[nH]c2ccccc12 | 0.28
